M4 antag: human M4 muscarinic receptor antagonists, primary screen, CHO cells, Fluo-8 calcium fluorescence. Muscarinic acetylcholine receptor M4 (Homo sapiens), P08173. CHO-hM4 cells, ACh EC80. inhibition, % at 3 µM. 360,000 tested, 0.73% active;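 active = inhibition above its plate's cutoff, the mean inhibition of sample wells plus 3 SD, cut at about 27% in these data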;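 also: 0% = acetylcholine EC80 with DMSO and 100% = DMSO without agonist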
Target sequence (P08173 whole entry, looked up): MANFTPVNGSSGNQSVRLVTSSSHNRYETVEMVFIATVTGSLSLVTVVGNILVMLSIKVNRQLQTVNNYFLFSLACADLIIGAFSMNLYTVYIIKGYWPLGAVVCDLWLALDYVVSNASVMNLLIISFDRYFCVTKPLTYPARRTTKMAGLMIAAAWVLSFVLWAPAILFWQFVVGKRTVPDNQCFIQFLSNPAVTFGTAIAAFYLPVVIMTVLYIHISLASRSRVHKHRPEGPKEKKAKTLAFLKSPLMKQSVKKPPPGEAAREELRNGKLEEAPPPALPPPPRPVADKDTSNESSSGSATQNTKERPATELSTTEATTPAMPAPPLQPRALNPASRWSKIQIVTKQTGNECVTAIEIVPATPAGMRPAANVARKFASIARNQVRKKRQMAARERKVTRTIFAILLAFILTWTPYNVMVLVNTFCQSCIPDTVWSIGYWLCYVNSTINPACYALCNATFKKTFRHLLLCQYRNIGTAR
CHRM5 PAM: human M5 muscarinic receptor positive allosteric modulators, primary screen, CHO-K1 cells, Fluo-8 calcium fluorescence; activation, % at 3 µM; AID 624038, 2012; CHO-K1 hM5, ACh EC20 PAM; 0% = ACh EC20, 100% = ACh EC100; Muscarinic acetylcholine receptor M5 (Homo sapiens), P08912; 360,000 tested, 0.3% active;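 active = activation above the run cutoff, the mean activation of all test compounds plus 3 SD, cut at about 18% in these data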
Target sequence (P08912 whole entry, looked up): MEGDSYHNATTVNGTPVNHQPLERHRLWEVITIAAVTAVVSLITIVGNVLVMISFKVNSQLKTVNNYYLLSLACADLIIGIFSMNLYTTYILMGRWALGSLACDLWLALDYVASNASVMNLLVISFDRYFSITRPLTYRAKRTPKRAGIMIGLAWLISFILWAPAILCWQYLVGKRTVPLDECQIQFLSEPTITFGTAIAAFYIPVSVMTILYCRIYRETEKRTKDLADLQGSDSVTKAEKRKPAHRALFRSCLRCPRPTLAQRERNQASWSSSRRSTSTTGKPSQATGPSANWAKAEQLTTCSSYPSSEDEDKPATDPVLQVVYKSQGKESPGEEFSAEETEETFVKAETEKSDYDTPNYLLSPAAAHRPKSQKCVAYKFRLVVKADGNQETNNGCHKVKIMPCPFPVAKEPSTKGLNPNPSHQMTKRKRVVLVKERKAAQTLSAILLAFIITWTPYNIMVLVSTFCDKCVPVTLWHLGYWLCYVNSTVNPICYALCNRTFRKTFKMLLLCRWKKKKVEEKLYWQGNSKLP
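System: CHO-K1 hM5 cells. Reagent: acetylcholine, EC20 level. Compound dosing: single dose, 3 µM nominal final test concentration. Timing: Post-acetylcholine fluorescence recording 140 s. Detection: Fluo-8 calcium fluorescence. Read-out: % activation, ACh-normalized. Benchmarks: ACh EC20 and EC100 wells. Repeats: singlicate, one well per test compound.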
CRFBP-R2 block: antagonists of CRF-BP/CRF-R2 complex, primary screen, cell-based, HEK293, calcium dye fluorescence, uHTS; CRF-induced calcium fluorescence; inhibition, % at 11.8 µM; 350,000 tested, 0.59% active; AID 588475, 2011;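 active = inhibition of the ligand-induced calcium signal above about 50% at the single tested concentration, limit read from the data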
CHRM4 PAM: human M4 muscarinic receptor positive allosteric modulators, primary screen, CHO-K1 cells, Fluo-8 calcium fluorescence; Muscarinic acetylcholine receptor M4 (Homo sapiens), P08173; CHO-K1 hM4/Gqi5, ACh EC20; 0% = ACh EC20, 100% = maximal ACh; activation, % at 3 µM; 360,000 tested, 0.4% active; AID 624126, 2012;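 active = activation above its plate's cutoff, the mean activation of sample wells plus 3 SD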; also: some results filed as inactive read as strong as hits
CHRM5 agonist: human M5 muscarinic receptor agonists, primary screen, CHO-K1 cells, Fluo-8 calcium fluorescence. CHO-K1 hM5 cells; 0% DMSO wells, 100% maximal acetylcholine response. 360,000 tested, 0.19% active. AID 624037, 2012. activation, % at 3 µM;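 active = activation above the run's mean over test compounds plus 3 SD, cut at about 23% in these data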;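 also: signal is peak over basal fluorescence ratio across the kinetic read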
CRFR2-BP ag: agonists of CRF-BP/CRF-R2 complex, primary screen, cell-based, HEK293, calcium dye fluorescence, uHTS; CRF-binding protein / CRF receptor 2 complex (human); calcium dye fluorescence (FLIPR); percent of saturating CRF peptide response; activation, % at 13.2 µM; 350,000 tested, 0.46% active; AID 588473, 2011;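 active = activation of at least 50%, plus an integration ratio under a set limit after plate pattern correction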;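 also: plate controls were neutral control wells without compound for no effect and CRF at EC100 for full effect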
CHRM4 agonist: human M4 muscarinic receptor agonists, primary screen, CHO-K1 cells, Fluo-8 calcium fluorescence. 360,000 tested, 0.14% active. CHO-K1 hM4/Gqi5; vehicle 0%, full acetylcholine response 100%. activation, % at 3 µM. AID 624127, 2012. Muscarinic acetylcholine receptor M4 (Homo sapiens), P08173;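 active = activation above the run mean over all test wells plus 3 SD, cut at about 32% in these data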;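 also: peak over basal fluorescence ratio per well then scaled between controls; 0% = DMSO wells and 100% = acetylcholine at EC100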
M5 antag: human M5 muscarinic receptor antagonists, primary screen, CHO cells, Fluo-8 calcium fluorescence; Muscarinic acetylcholine receptor M5 (Homo sapiens), P08912; CHO-hM5 cells, ACh EC80; inhibition, % at 3 µM; 360,000 tested, 0.59% active; AID 624040, 2012;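 active = inhibition above a per-plate cutoff, the mean of that plate's test compounds plus 3 SD, cut at about 27% in these data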;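 also: 0% = acetylcholine EC80 with DMSO and 100% = DMSO without agonist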
IDE cell inh: human IDE inhibitors in live cells, primary screen, fluorescence polarization, HEK cells, FAbetaB substrate. Insulin-degrading enzyme (Homo sapiens), P14735. inhibition, % at 5.59 µM. FAbetaB cleavage. AID 434962, 2010. 320,000 tested, 0.41% active;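 active = percent inhibition above the average of all tested compounds plus 3 SD, set per screening campaign, cut at about 16% in these data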;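 also: IDE supplied by intact live HEK cells; FP after avidin binding of uncleaved biotin substrate so inhibition keeps polarization high; 0% = DMSO wells and 100% = 60 µM reference IDE inhibitor Ii1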
An asterisk follows results filed as active; / = no result given.

Results follow in this order: M4 antag, CHRM5 PAM, CRFBP-R2 block, CHRM4 PAM, CHRM5 agonist, CRFR2-BP ag, CHRM4 agonist, M5 antag, IDE cell inh
1) COc1ccc2[nH]c(N=Nc3ccccc3C)c(O)c2c1
 : -2, -5, 0, 7, 0, 2.8, 2, 9, -6
2) NS(=O)(=O)c1cccc(NC(=O)CSc2nnc(-c3ccccc3)o2)c1
 : -16, -1, 25, 3, 7, 16, 1, -2, 2
3) CC(C)(Oc1ccc(Cl)cc1)C(=O)OCC(=O)NCCc1ccc(S(N)(=O)=O)cc1
 : -11, -4, 6, 1, 3, -3.6, 5, -1, /
4) COc1ccccc1OCC(=O)Nc1ccc(O)cc1C(=O)O
 : 0, 6, 5, 1, -1, -0.2, -1, 1, 2
5) CSCCCN1CCC(n2nccc2NC(=O)CCCc2ccccc2)CC1
 : 6, 4, -6, 2, -6, 6.7, 0, -1, -4
6) NC(=NCCc1ccccc1)NS(=O)(=O)c1ccc2ccccc2c1
 : -1, 3, 0, -8, 2, -0.7, 1, -4, 0
7) Cc1ccc(S(=O)(=O)N/N=C\C=C\c2ccccc2)cc1
 : -2, 4, 5, 6, -1, -2.3, -2, -11, 4
8) C=CCSc1nnc(NC(=O)CSc2nc3ccccc3o2)s1
 : -17, 1, 25, 11, -2, 2.2, 1, -7, -4
9) COc1ccc(S(=O)(=O)N2CCC(C(=O)Nc3ccccc3N3CCCCC3)CC2)cc1OC
 : -4, -5, 8, 9, -4, 0.9, 1, 6, -5
10) O=[N+]([O-])c1ccc2ncnc(Nc3ccc4c(c3)OCCO4)c2c1
 : -26, -11, -5, -2, -7, -5.8, -2, 3, -6
11) O=C(CSc1nccn1-c1ccccc1)NCc1ccc(F)cc1
 : -5, 6, 1, 4, -3, -0.6, 2, 3, -3
12) CCCNC(=O)CN1CCN(S(=O)(=O)c2ccc(Br)s2)CC1
 : -8, -6, 10, 6, -2, -0.7, 2, 4, 2
13) CSc1cc(SC)ncn1
 : -3, -8, 3, -4, 1, -3.5, 0, 10, /
14) COc1ccc(C(=O)NC2CCN(C(=S)Nc3cccc(C)c3C)CC2)cc1
 : 5, -2, 14, 2, -1, -1.4, 0, 6, 8
15) CC(C)(C)C(=O)/C=C/Nc1ccccc1O
 : -1, 4, -2, 19, -3, 12, 1, -5, 0
16) CC(C)(C)C1CCC(=NNC(=S)Nc2cccnc2)CC1 (configuration not stated)
 : -4, 8, -4, -4, 5, -1.3, -1, 1, 2
17) O=C(N/N=C/c1ccco1)c1cc(=O)[nH]c2ccccc12
 : -3, -12, 3, -3, -5, 1.4, 2, 11, 1
18) COc1ccc(-c2csc(NC(=O)CSCC(=O)Nc3cc(C)on3)n2)cc1OC
 : -3, -7, 6, -4, 1, -2.9, 5, 7, -3
19) O=C(NNC(=O)c1cccc2ccccc12)c1ccc2c(c1)OCO2
 : -7, -4, 11, -9, 0, -0.2, 2, 9, 4
20) CC1CCN(S(=O)(=O)c2cccc(C(=O)NC3CCCC3)c2)CC1
 : 0, -1, -4, 2, -1, -1.1, 3, -9, -3
21) COc1ccc(COC(=O)C2CCN(S(=O)(=O)c3ccc(OC)c(OC)c3)CC2)cc1
 : -8, -6, 4, 4, 1, 0.3, 9, 3, -2
22) CC1=C(C#N)C(c2cccnc2)C2=C(CC(C)(C)CC2=O)N1 (configuration not stated)
 : -3, -4, -40, 4, -2, 2.3, 0, 2, 4
23) O=C(Cn1nc(C(=O)O)c2ccccc2c1=O)NCCC1=CCCCC1
 : -13, 5, 0, 24, 0, -3.7, 1, -4, 5
24) Cc1ccc(OCC(=O)N2CC(C)CC(C)C2)c([N+](=O)[O-])n1 (configuration not stated)
 : 8, 6, -2, 5, 0, -2.9, 1, -8, 5
25) COc1ccc(-c2nc(C)sc2CC(=O)O)cc1OC
 : 0, 4, 30, 0, 1, 0.2, 1, 0, 9
26) O=C(CN1CCN(S(=O)(=O)c2ccccc2)CC1)Nc1ccc(N2CCOCC2)cc1
 : 5, -7, -3, -10, 3, 3.2, 2, -4, 3
27) CCCCNC(=S)NC(C)(C)CO
 : 5, 1, 6, -1, -2, -1.3, 0, 2, 5
28) Cc1cc(C)nc(NS(=O)(=O)c2ccc(NC(=O)c3ccccc3C)cc2)n1
 : 2, 4, -1, -4, 1, 0.8, 1, -6, -3
29) CCc1nc2ccc(C(=O)N3CCN(c4ccccc4)CC3)cn2c1N(CCC(C)C)CCN(C)C
 : -15, -1, /, 4, -3, /, 3, -1, /
30) Fc1ccccc1CSc1nncn1NCc1cccs1
 : 12, -1, 3, -3, 2, -1.5, 1, 1, 4
31) CCOc1ccc(CCN2C(=O)C(=O)N([C@@H](Cc3ccc(O)cc3)CN3CCC[C@H]3CN3C(=O)C(=O)NC[C@@H]3CC(C)C)C[C@@H]2Cc2ccccc2)cc1
 : -5, 0, /, 8, 1, /, -1, -7, /
32) CCCCC(CCC(=O)Nc1cc([N+](=O)[O-])ccc1O)C(=O)O (configuration not stated)
 : -8, 0, -2, 3, -3, -0.4, 1, -3, 5
33) COc1ccc(/C=N\NC(=O)c2ccc(F)cc2)cc1COc1ccccc1C(N)=O
 : 1, -2, 47, -1, -3, 0.1, 9, -1, 5
34) CC1CC(C)(C)NC(=S)N1CCC(=O)NCc1ccc(Cl)cc1 (configuration not stated)
 : -37, 0, 11, 7, -14, -8.0, 2, -1, -3
35) CCOc1ccc(-c2[nH]ncc2Oc2cccc(OC)c2)c(O)c1
 : 4, -3, 6, 3, -5, -0.4, -1, -3, 4
36) Cc1cc(C)cc(OCC(=O)OCC(=O)c2cc(C)n(C3CC3)c2C)c1
 : -7, 10, 20, 0, -3, 0.2, 4, -8, -2
37) CCOc1ccccc1NC(=S)N1CCC(NC(=O)c2ccco2)CC1
 : -3, 2, -11, 9, 0, 26, 3, 4, 7
38) O=C(COC(=O)c1cccnc1Cl)NC1CCCCC1
 : -3, 8, -2, 2, 0, -1.1, 2, 4, 3
39) C=CCNC(=S)Nc1cc(S(=O)(=O)N2CCOCC2)ccc1-n1cncn1
 : 13, 7, 19, 1, 1, -3.4, 0, -4, 0
40) Cc1ccc(C2=NN(CC(=O)NCc3ccco3)C(=O)CC2)cc1
 : -6, -1, 31, 4, -2, -3.4, 1, -2, 4

A draw from above in order of SMILES length, falling.
Results follow in this order: M4 antag, CHRM5 PAM, CRFBP-R2 block, CHRM4 PAM, CHRM5 agonist, CRFR2-BP ag, CHRM4 agonist, M5 antag, IDE cell inh
31) CCOc1ccc(CCN2C(=O)C(=O)N([C@@H](Cc3ccc(O)cc3)CN3CCC[C@H]3CN3C(=O)C(=O)NC[C@@H]3CC(C)C)C[C@@H]2Cc2ccccc2)cc1
 : -5, 0, /, 8, 1, /, -1, -7, /
29) CCc1nc2ccc(C(=O)N3CCN(c4ccccc4)CC3)cn2c1N(CCC(C)C)CCN(C)C
 : -15, -1, /, 4, -3, /, 3, -1, /
33) COc1ccc(/C=N\NC(=O)c2ccc(F)cc2)cc1COc1ccccc1C(N)=O
 : 1, -2, 47, -1, -3, 0.1, 9, -1, 5
28) Cc1cc(C)nc(NS(=O)(=O)c2ccc(NC(=O)c3ccccc3C)cc2)n1
 : 2, 4, -1, -4, 1, 0.8, 1, -6, -3
36) Cc1cc(C)cc(OCC(=O)OCC(=O)c2cc(C)n(C3CC3)c2C)c1
 : -7, 10, 20, 0, -3, 0.2, 4, -8, -2
32) CCCCC(CCC(=O)Nc1cc([N+](=O)[O-])ccc1O)C(=O)O (configuration not stated)
 : -8, 0, -2, 3, -3, -0.4, 1, -3, 5
40) Cc1ccc(C2=NN(CC(=O)NCc3ccco3)C(=O)CC2)cc1
 : -6, -1, 31, 4, -2, -3.4, 1, -2, 4
34) CC1CC(C)(C)NC(=S)N1CCC(=O)NCc1ccc(Cl)cc1 (configuration not stated)
 : -37, 0, 11, 7, -14, -8.0, 2, -1, -3
38) O=C(COC(=O)c1cccnc1Cl)NC1CCCCC1
 : -3, 8, -2, 2, 0, -1.1, 2, 4, 3
30) Fc1ccccc1CSc1nncn1NCc1cccs1
 : 12, -1, 3, -3, 2, -1.5, 1, 1, 4

(further entries)
Results follow in this order: M4 antag, CHRM5 PAM, CRFBP-R2 block, CHRM4 PAM, CHRM5 agonist, CRFR2-BP ag, CHRM4 agonist, M5 antag, IDE cell inh
41) CSCCC(NC(=O)COc1ccccc1)C(=O)N(C)Cc1ccc(Cl)cc1Cl (configuration not stated)
 : 6, -15, -10, -6, -1, 0.1, 11, 15, 1
42) O=C(CCc1ccccc1)NNC(=O)Nc1ccc(Cl)cc1
 : 0, 1, 5, -2, 1, -1.2, 1, -13, 3
43) Cc1nn(C)cc1C(N)=O
 : 5, -3, -2, -2, 0, 1.2, 0, 0, 6
44) O=C(CCN1C(=O)C2C3CCC(C3)C2C1=O)OCC(=O)c1ccc(Br)cc1 (configuration not stated)
 : 9, -4, -5, 0, -1, 2.1, 11, 2, -1
45) Cc1ccc(NC(=O)C2COc3ccccc3O2)cc1S(=O)(=O)N1CCOCC1 (configuration not stated)
 : 5, -3, -10, -6, 2, -2.8, 9, 1, 2
46) O=C(c1ccc(Cl)c([N+](=O)[O-])c1)N(Cc1ccccc1)C1CCS(=O)(=O)C1 (configuration not stated)
 : 1, -1, -15, 2, 0, -0.6, 2, -1, -1
47) COc1ccc(Nc2cc(=O)n(-c3ccccc3)c3c2c(=O)n(C)c(=O)n3C)cc1
 : -10, 2, -10, 3, -2, -3.7, 2, 11, 5
48) O=c1[nH]c2ccc(S(=O)(=O)N3CCN(c4ccccc4F)CC3)cc2s1
 : 5, -16, -18, -6, -2, -2.4, 8, -4, -2
49) CN(CCN(C)C(C)(C)C)C(=O)C(c1ccccc1)c1ccccc1
 : 91*, -35, -12, -55, -20, -1.2, 1, 31*, 11

Screening data as filed in PubChem.
